UBC13 polyUb – blocks human UBC13 polyubiquitin chain formation; actives 0.47% (n = 330,000); inhibition, % at 20 µM; TR-FRET; P61088; AID 485273; in the data active = inhibition above about 45%, passing the limit was not always enough; inconclusive = no clear call, values can overlap the other calls
Jurkat NFkB inh – lowers PMA/ionomycin-induced NF-kB signal in Jurkat cells | PMA/ionomycin-induced NF-kB luciferase reporter, luminescence | inhibition, % at 4 µM | actives 0.53% (n = 330,000); in the data active = inhibition above about 50%
EBI2 block – EBI2 (human) antagonism; actives 0.81% (n = 360,000); inhibition, % at 5 µM; EBI2 beta-arrestin recruitment, luminescence, 7a,25-OHC stimulated; in the data active = inhibition above about 38%;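 also: enzyme fragment complementation signal reports receptor beta-arrestin coupling in cells; 0% = agonist plus DMSO wells and 100% = wells without agonist; some results beyond the cut were filed as inactive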
Gli-Sufu antag – Gli-Sufu pathway antagonism; Sufu-KO-LIGHT fibroblasts, Gli luciferase reporter luminescence; actives 0.74% (n = 340,000); inhibition, % at 5 µM;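 active = inhibition above about 55%, limit read from the data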;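 also: 0% = DMSO-treated cells and 100% = wells with medium but no cells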
CXCR6 block – CXCR6 (human) receptor inhibition. CHO-K1 PathHunter CXCR6 beta-arrestin, luminescence. O00574. AID 602244. actives 0.36% (n = 360,000). inhibition, % at 20 µM; in the data active = inhibition above about 34%, passing the limit was not always enough;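 also: antagonist mode with CXCL16 agonist at 10 nM final; 0% = 10 nM CXCL16 with DMSO and 100% = unstimulated wells without agonist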
Target sequence (O00574 whole entry, looked up): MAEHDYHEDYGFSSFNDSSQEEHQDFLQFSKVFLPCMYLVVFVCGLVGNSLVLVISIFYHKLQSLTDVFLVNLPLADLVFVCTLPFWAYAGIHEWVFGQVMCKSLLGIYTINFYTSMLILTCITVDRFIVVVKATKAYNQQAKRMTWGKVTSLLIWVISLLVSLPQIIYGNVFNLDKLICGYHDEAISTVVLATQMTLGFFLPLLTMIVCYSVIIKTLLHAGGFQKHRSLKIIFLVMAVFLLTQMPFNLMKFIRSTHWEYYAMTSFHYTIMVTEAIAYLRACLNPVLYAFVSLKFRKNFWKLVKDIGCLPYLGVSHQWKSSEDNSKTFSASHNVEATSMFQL
APJ antagonist – APJ receptor antagonism | CHO-K1 APJ beta-arrestin complementation, luminescence | actives 0.32% (n = 330,000) | inhibition, % at 20 µM;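 active = inhibition above about 40% at 20 µM, limit read from the data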;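 also: cells challenged with 10 nM apelin-13 agonist together with compound; plate controls were apelin-13 plus DMSO wells for no effect and DMSO wells lacking apelin-13 for full effect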
Target sequence (P35414 whole entry, looked up): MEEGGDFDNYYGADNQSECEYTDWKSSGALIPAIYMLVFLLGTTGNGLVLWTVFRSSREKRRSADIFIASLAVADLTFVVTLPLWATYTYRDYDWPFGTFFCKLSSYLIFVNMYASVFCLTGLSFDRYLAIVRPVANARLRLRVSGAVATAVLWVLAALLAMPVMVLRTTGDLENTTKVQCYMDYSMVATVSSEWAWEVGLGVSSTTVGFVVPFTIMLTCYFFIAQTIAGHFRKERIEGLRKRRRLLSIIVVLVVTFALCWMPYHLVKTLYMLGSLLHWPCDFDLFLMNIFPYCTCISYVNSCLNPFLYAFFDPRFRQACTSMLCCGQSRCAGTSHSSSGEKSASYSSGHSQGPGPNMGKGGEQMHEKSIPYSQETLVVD
697 NFkB inh – lowers PMA/ionomycin-induced NF-kB signal in 697 B cells; 697 B-cell NF-kB luciferase reporter, 16 h; inhibition, % at 4 µM; actives 0.33% (n = 330,000); AID 435022; in the data active = inhibition above about 35%
CCR6 antag – blocks CCL20-driven beta-arrestin recruitment at human CCR6; P51684; CHO-K1 CCR6 PathHunter beta-arrestin, luminescence, CCL20-stimulated; inhibition, % at 20 µM; actives 0.49% (n = 340,000); AID 493098;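 active = compounds whose inhibition of the agonist-driven luminescence signal at 20 µM reaches about 50%, limit read from the data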;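 also: cells stimulated with CCL20 at 14 nM final; plate controls were DMSO with CCL20 for no effect and DMSO without agonist for full effect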
Target sequence (P51684 whole entry, looked up): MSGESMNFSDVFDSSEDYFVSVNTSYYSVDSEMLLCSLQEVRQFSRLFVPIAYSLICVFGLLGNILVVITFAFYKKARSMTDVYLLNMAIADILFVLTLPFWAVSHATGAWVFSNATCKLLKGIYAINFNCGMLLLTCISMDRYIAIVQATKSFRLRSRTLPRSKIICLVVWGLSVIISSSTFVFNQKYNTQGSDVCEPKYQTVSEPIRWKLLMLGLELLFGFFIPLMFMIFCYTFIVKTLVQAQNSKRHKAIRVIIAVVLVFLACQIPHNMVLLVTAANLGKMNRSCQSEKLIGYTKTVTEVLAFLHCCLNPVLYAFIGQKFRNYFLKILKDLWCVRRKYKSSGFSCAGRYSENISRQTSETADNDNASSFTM
* hit, by the source's call; ? = inconclusive; / = not tested or not shown. No enrichment for hits; about 3% have a hit in one of these screens.

(1) COc1cc2c(cc1OC)C(c1ccc([N+](=O)[O-])cc1)NC(=O)C2 (stereo unspecified)
(2) CCc1ccc(C(=O)N2CCN(c3ccc(F)cc3)CC2)s1
(3) O=C(CN1CCCCCC1)NCC1CCCO1 (stereo unspecified)
(4) C/C(Cn1cnc([N+](=O)[O-])n1)=N\NC(=O)c1ccccc1F
(5) CC(C)n1c(=S)[nH]c2ccccc21
(6) O=C(CNC(=O)c1cccs1)Nc1ncccc1O
(7) Cc1ccccc1N(CC(=O)N1CCOCC1)S(C)(=O)=O
(8) CN(C)c1ccc(/C=N/O)cc1
Compound	1	2	3	4	5	6	7	8
EBI2 block	-1	5	-3	-9	-10	-5	0	6
Jurkat NFkB inh	-3	-6	3	-9	-4	10	-8	0
CXCR6 block	-3	3	1	-5	0	-2	2	-3
CCR6 antag	6	3	-2	-13	4	-7	7	-2
APJ antagonist	-22	5	-4	-18	-15	7	-16	10
UBC13 polyUb	-8	2	-2	6	-14	-4	-4	-12
697 NFkB inh	5	-20	6	14	3	1	8	11
Gli-Sufu antag	-16	2	2	27	2	4	-3	-6

(9) O=C(NCc1cccs1)C1CCC(=O)N1C1CCCCC1 (stereo unspecified)
(10) COc1ccccc1CNC(=O)c1cc(C(=O)CC(C)C)c[nH]1
(11) O=C(Nc1ccccc1)Nc1ccc(F)cc1F
(12) COc1ccccc1COC(=O)c1ccc(S(=O)(=O)N2CCOCC2)cc1
(13) COc1ccc(NC(=O)c2sc3ncn(CC(=O)N4CCN(c5ccccn5)CC4)c(=O)c3c2C)c(OC)c1
(14) O=C(O)C1CC=CCC1C(=O)NNS(=O)(=O)c1ccccc1 (stereo unspecified)
(15) CN(C(=O)CSc1cc(C(=O)c2nccn2C)c2ccccc2n1)c1ccccc1
(16) C=CCn1c(C(CC)CC(C)(C)O)n[nH]c1=S (stereo unspecified)
Compound	9	10	11	12	13	14	15	16
EBI2 block	-8	3	-6	-4	-3	-8	-6	3
Jurkat NFkB inh	-6	17	-51	-4	-2	7	8	1
CXCR6 block	-6	1	-3	0	-2	-4	6	7
CCR6 antag	-3	2	0	21	1	8	11	5
APJ antagonist	10	-6	-5	24	3	0	2	11
UBC13 polyUb	2	5	10	6	25	-1	7	0
697 NFkB inh	12	18	-49	13	4	11	25	-16
Gli-Sufu antag	31	-4	36	1	9	-6	-8	-8

(17) CN(C(=O)c1coc(=O)c2ccccc12)c1ccccc1Cl
(18) CC(NC(=O)/C=C/c1ccco1)c1nc2ccccc2n1Cc1cccc(Cl)c1 (stereo unspecified)
(19) Cc1cccc(NC(=O)CCN2C(=O)C3C4C=CC(C4)C3C2=O)c1 (stereo unspecified)
(20) CCOC(=O)N1CCN(C(=O)COc2ccc(Br)cc2)CC1
(21) CC(=O)NS(=O)(=O)c1ccc(NC(=O)c2ccccn2)cc1
(22) O=C(c1cnc(N2CCN(c3ccccn3)CC2)c2ccccc12)N1CCN(c2cccc(Cl)c2)CC1
(23) CCC/C=N/NC(=O)CNC(=O)c1ccccc1Cl
(24) C/C(=N\NC(=S)NCc1ccccc1)c1ccco1
Compound	17	18	19	20	21	22	23	24
EBI2 block	-9	1	-5	89*	-4	10	1	8
Jurkat NFkB inh	10	-9	9	4	-3	17	12	-11
CXCR6 block	-2	7	-2	-8	-2	-1	-3	10
CCR6 antag	5	17	2	-4	7	-6	19	12
APJ antagonist	-10	-8	1	-10	5	-28	10	11
UBC13 polyUb	-11	4	-4	11	14	?	9	20
697 NFkB inh	-3	4	-8	10	6	-30	24	-7
Gli-Sufu antag	19	4	-1	0	-10	65*	-1	21

(25) O=C(CO/N=C/c1ccccc1OC(F)F)NC1CCCC1
(26) Cc1cc(C)nc(/N=C(\NC(=O)C(C)(C)C)Nc2ccc(F)cc2)n1
(27) Cc1ccc(C)c(CN2CCSCC2)c1
(28) COc1ccc(NS(=O)(=O)c2c(C)[nH]c(=O)[nH]c2=O)c(OC)c1
(29) CCSc1ccccc1C(=O)Nc1ccc(S(=O)(=O)NC(C)=O)cc1
(30) CCCCC1=CC2=C(c3ccco3)C(=O)C(C)(OC(=O)c3ccc(OC)cc3)C(=O)C2=CN1CCc1ccccn1 (stereo unspecified)
(31) COc1ccc(-c2noc(CCC(=O)N3CCN(c4ccccc4C(F)(F)F)CC3)n2)cc1
(32) Cc1cc(C(=O)OCC(=O)Nc2cc(Cl)ccc2C)c(C)o1
Compound	25	26	27	28	29	30	31	32
EBI2 block	-6	10	-5	-16	-7	-6	0	-5
Jurkat NFkB inh	2	-4	-5	6	17	-7	/	7
CXCR6 block	-2	2	-3	0	-1	-1	2	-6
CCR6 antag	10	13	-6	-12	10	-6	13	-3
APJ antagonist	4	-4	-5	2	-23	-43	/	-1
UBC13 polyUb	11	0	-2	-3	4	14	/	11
697 NFkB inh	5	-2	-9	19	9	7	-7	22
Gli-Sufu antag	-6	-18	-18	4	-2	0	3	5

(33) Cc1ccc(C(=O)CCC2CCCC2=O)cc1 (stereo unspecified)
(34) CN=C1S/C(=C\c2ccc(OCC(=O)OC)c(OC)c2)C(=O)N1C
(35) Cc1ccc(N(CC(=O)N2CCN(c3ccc(F)cc3)CC2)S(=O)(=O)c2c(C)nn(C)c2C)cc1
(36) CSc1nc2ccc(NC(=O)C3CC(=O)N(Cc4ccco4)C3)cc2s1 (stereo unspecified)
(37) COc1ccc(S(=O)(=O)Nc2cccc(-c3ccc4nncn4n3)c2)c(OC)c1
(38) COc1ccc(NC(=O)C(NC(C)=O)C(=O)NCc2ccccc2)cc1 (stereo unspecified)
(39) Cn1c(=O)c(C(=O)COc2ccc(C#N)cc2)c(N)n(Cc2ccccc2)c1=O
(40) Cc1cccc(Nc2nc(NCc3ccco3)nc(N3CCOCC3)n2)c1
Compound	33	34	35	36	37	38	39	40
EBI2 block	2	-10	4	-13	-4	0	7	12
Jurkat NFkB inh	-43	6	4	3	-9	-17	-9	-14
CXCR6 block	4	-8	-6	6	-10	1	-8	-5
CCR6 antag	-4	9	11	-2	-11	-8	13	5
APJ antagonist	-5	7	1	17	-17	-10	-11	9
UBC13 polyUb	6	-4	-5	5	1	-2	3	8
697 NFkB inh	-20	18	0	11	-7	-8	-12	18
Gli-Sufu antag	-76	/	0	2	6	5	24	22

(41) O=c1/c(=C/c2ccccn2)sc2n1CN(c1ccccc1)CN=2
(42) CC(C)c1ccc(/C=N/NC(=O)c2ccccn2)cc1
(43) CCCCn1cnc2sc(-c3ccccc3)cc2c1=O
(44) O=C1C=C(NCc2ccccc2)C2(CCCCC2)O1
(45) Cc1cccc(CS(=O)(=O)c2nnc([C@H](Cc3ccccc3)NC(=O)OC(C)(C)C)o2)c1
(46) O=C(NCc1ccco1)c1ccc2c(=O)n(-c3ccccc3)c(=S)[nH]c2c1
(47) Cc1n[nH]c(C)c1NC(=O)c1cc([N+](=O)[O-])ccc1Cl
(48) CCOC(=O)C(C)Oc1cccc2c(=O)n(CC(=O)NCc3ccc4c(c3)OCO4)ccc12 (stereo unspecified)
Compound	41	42	43	44	45	46	47	48
EBI2 block	-8	2	0	-2	20	4	0	-2
Jurkat NFkB inh	-3	-116	-147	17	24	9	-8	52*
CXCR6 block	3	5	-6	-2	61*	6	0	1
CCR6 antag	1	9	2	-7	91*	6	-2	-5
APJ antagonist	8	23	-5	8	14	-12	-3	-8
UBC13 polyUb	-10	2	-8	7	4	0	-20	-7
697 NFkB inh	4	-152	-227	27	-4	13	-5	-62
Gli-Sufu antag	-16	-34	-89	2	3	8	1	15

(49) CCC(=O)N1CCc2cc(Br)cc(S(=O)(=O)NCCN3CCCCC3C)c21 (stereo unspecified)
(50) CC(C)N1CCC(N2CCN(Cc3ccc(C#CC(C)(C)O)s3)CC2CCO)CC1 (stereo unspecified)
(51) Cc1ccc(NC(=O)CCn2c(=O)[nH]c3ccsc3c2=O)cc1F
(52) CC(=O)[C@@]1(O)CCC2C3CC[C@H]4C[C@@H](O)CC[C@]4(C)C3CC[C@@]21C (stereo partly specified)
(53) O=S(=O)(Nc1cccc(S(=O)(=O)N2CCCC2)c1)c1cccc(Br)c1
(54) Cc1nn(CC(=O)NC(C)c2ccccc2)c(C)c1[N+](=O)[O-] (stereo unspecified)
(55) CCCC(=O)Nc1ccc(NC(=O)C2CC2)cn1
(56) COc1cccc(C(C(=O)NC(C)(C)C)N(C(=O)CCC(=O)Nc2cc(C)on2)C(C)C)c1OC (stereo unspecified)
Compound	49	50	51	52	53	54	55	56
EBI2 block	-2	-4	-6	3	6	5	-12	0
Jurkat NFkB inh	5	0	17	0	-5	4	2	7
CXCR6 block	0	4	-10	7	-4	4	2	47*
CCR6 antag	4	8	-1	-3	4	-9	0	-6
APJ antagonist	8	4	6	5	-3	-9	-4	4
UBC13 polyUb	-4	-3	5	7	-4	-1	4	-5
697 NFkB inh	5	-14	-3	-10	9	19	10	12
Gli-Sufu antag	4	-14	-12	-3	1	-23	-15	11

(57) COc1cc(OC)c2c(-c3cccc(-c4ccc(C(C)=O)cc4)c3)cc(=O)oc2c1
(58) CCCc1ccc(Oc2cc(N3CCOCC3)nc(-c3ccccc3)n2)cc1
(59) O=C1Nc2ccccc2N(O)N1c1cc(-c2ccccc2)[nH]n1
(60) O=C1c2ccccc2C(=O)N1CN(C(=O)c1ccccc1)c1ccc(O)cc1
(61) COc1ccc2c(c1)C(C)=CC(C)(C)N2C(=O)CSc1nnc(-c2ccc(C)cc2)o1
(62) O=C(/C=C/c1c(F)cccc1Cl)NCc1ccco1
(63) O=C(OCCCN=C1NS(=O)(=O)c2ccccc21)c1ccccc1
(64) COc1ccc(CC(NC(C)=O)C(=O)NC2CCN(C(=O)NCc3ccccc3)CC2)cc1 (stereo unspecified)
(65) O=C1[C@H]2[C@@H](c3ccc(F)cc3)N3C(=O)N(c4cccc(Br)c4)C(=O)[C@@]3(Cc3ccccc3)[C@H]2C(=O)N1C1CCCCC1
(66) NC(=O)CC(NC(=O)Cc1cccc2ccccc12)c1ccc(NCCN2CCCC2)c([N+](=O)[O-])c1 (stereo unspecified)
(67) COc1ccc(COc2cc(-c3cccc(OC)c3)nc3ccc(NC(C)=O)cc23)cc1
Compound	57	58	59	60	61	62	63	64	65	66	67
EBI2 block	31	-4	-7	-7	22	-4	-15	-8	6	-10	30
Jurkat NFkB inh	/	-4	-3	-3	21	-12	12	-8	-3	-6	1
CXCR6 block	-3	-7	8	6	9	0	-6	-5	-2	-1	6
CCR6 antag	26	18	4	0	20	10	0	7	-8	0	2
APJ antagonist	/	-3	-4	13	9	17	-8	-25	-3	4	-27
UBC13 polyUb	/	-4	2	-1	4	-1	0	10	-31	-7	16
697 NFkB inh	-36	13	-6	-2	21	7	-39	-14	-7	18	1
Gli-Sufu antag	12	3	28	-19	4	-17	1	-20	2	2	0

An excerpt of these results, with values under each structure:
The line under a structure holds: EBI2 block	Jurkat NFkB inh	CXCR6 block	CCR6 antag	APJ antagonist	UBC13 polyUb	697 NFkB inh	Gli-Sufu antag
#59 O=C1Nc2ccccc2N(O)N1c1cc(-c2ccccc2)[nH]n1
 : -7	-3	8	4	-4	2	-6	28
#60 O=C1c2ccccc2C(=O)N1CN(C(=O)c1ccccc1)c1ccc(O)cc1
 : -7	-3	6	0	13	-1	-2	-19
#61 COc1ccc2c(c1)C(C)=CC(C)(C)N2C(=O)CSc1nnc(-c2ccc(C)cc2)o1
 : 22	21	9	20	9	4	21	4
#62 O=C(/C=C/c1c(F)cccc1Cl)NCc1ccco1
 : -4	-12	0	10	17	-1	7	-17
#63 O=C(OCCCN=C1NS(=O)(=O)c2ccccc21)c1ccccc1
 : -15	12	-6	0	-8	0	-39	1
#64 COc1ccc(CC(NC(C)=O)C(=O)NC2CCN(C(=O)NCc3ccccc3)CC2)cc1 (stereo unspecified)
 : -8	-8	-5	7	-25	10	-14	-20
#65 O=C1[C@H]2[C@@H](c3ccc(F)cc3)N3C(=O)N(c4cccc(Br)c4)C(=O)[C@@]3(Cc3ccccc3)[C@H]2C(=O)N1C1CCCCC1
 : 6	-3	-2	-8	-3	-31	-7	2
#66 NC(=O)CC(NC(=O)Cc1cccc2ccccc12)c1ccc(NCCN2CCCC2)c([N+](=O)[O-])c1 (stereo unspecified)
 : -10	-6	-1	0	4	-7	18	2
#67 COc1ccc(COc2cc(-c3cccc(OC)c3)nc3ccc(NC(C)=O)cc23)cc1
 : 30	1	6	2	-27	16	1	0
